hIAP activ: increases human intestinal alkaline phosphatase activity. P09923. purified human IAP, CDP-Star luminescence, 30 min; hits give high values; 1 = vehicle-only enzyme, 0 = enzyme-free background. activation factor at 10 µM. hit rate 0.16% among 330,000;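 active = activation factor of the enzyme at least 2-fold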; also: the source names both 10 and 20 µM as test concentration; values of inactives mirror those of a sister screen read the other way
hIAP inh: human IAP inhibition; purified IAP, CDP-Star luminescence, 30 min; inhibition, % at 10 µM; AID 2544; P09923; hit rate 0.12% among 330,000;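 active = inhibition reaching a set limit with compound at 10 µM in the primary screen, cut at about 35% in these data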;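 also: plate controls were DMSO wells with enzyme for no effect and no-enzyme buffer wells for full effect; values of inactives mirror those of a sister screen read the other way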
A3G deaminase: APOBEC3G (human) deaminase inhibition | Q9HC16 | recombinant A3G, ssDNA deamination FAM/TAMRA fluorescence | inhibition, % at 20 µM | hit rate 0.28% among 330,000 | AID 493012;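 active = inhibition of at least 40% at 20 µM, with no more than 30% in the related APOBEC3A deaminase screen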;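 also: plate controls were DMSO wells with A3G for no effect and wells lacking A3G enzyme for full effect; some compounds called inactive have numbers as strong as hits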
Target sequence (Q9HC16 whole entry, looked up): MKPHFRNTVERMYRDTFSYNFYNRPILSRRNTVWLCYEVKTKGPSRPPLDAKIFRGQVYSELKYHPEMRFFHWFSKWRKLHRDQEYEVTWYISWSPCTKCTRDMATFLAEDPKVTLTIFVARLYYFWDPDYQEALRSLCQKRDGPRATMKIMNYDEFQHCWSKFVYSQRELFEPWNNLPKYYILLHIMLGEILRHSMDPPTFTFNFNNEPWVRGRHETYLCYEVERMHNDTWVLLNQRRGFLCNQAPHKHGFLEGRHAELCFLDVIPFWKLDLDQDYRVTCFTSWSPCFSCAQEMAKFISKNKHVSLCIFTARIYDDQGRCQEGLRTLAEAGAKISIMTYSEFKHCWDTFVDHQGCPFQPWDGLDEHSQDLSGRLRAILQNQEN
mIAP act: increases mouse intestinal alkaline phosphatase activity | muIAP, CDP-Star luminescence, 30 min; hits give high values; 1 = vehicle-only enzyme signal, 0 = enzyme-free wells | activation factor at 10 µM | AID 2805 | hit rate 0.24% among 330,000;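 active = activation factor of at least 2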; also: the source names both 10 and 20 µM as test concentration; values of inactives mirror those of a sister screen read the other way
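Assay system: mouse IAP enzyme; reagent: chemiluminescent substrate CDP-Star; dosing: test compounds delivered from DMSO solution; schedule: 30 min at room temperature; measured by: luminescence from enzymatic CDP-Star hydrolysis; controls: DMSO-only wells and no-enzyme negative control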
MPTP inh: inhibitors of mitochondrial permeability transition pore; isolated mouse mitochondria, Ca2+ swelling absorbance, 30 min; hit rate 1.4% among 360,000; inhibition, % at 10 µM; AID 602449;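 active = inhibition of 50% or more, scaled per plate between neutral and stimulator controls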;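 also: 0% = DMSO wells given calcium and 100% = 1 mM EGTA wells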
mIAP block: mouse IAP inhibition. purified mouse IAP, CDP-Star luminescence, 30 min. inhibition, % at 10 µM. hit rate 0.2% among 330,000. AID 2806;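 active = inhibition of at least 40% at 10 µM in the primary screen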;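 also: plate controls were DMSO with enzyme for no effect and no enzyme wells for full effect; values of inactives mirror those of a sister screen read the other way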
A3A deaminase: blocks human APOBEC3A ssDNA deamination; P31941; recombinant A3A, FAM/TAMRA ssDNA deamination fluorescence; inhibition, % at 20 µM; hit rate 0.41% among 330,000; AID 493011;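 active = at least 40% inhibition at 20 µM here, with at most 30% in a related deaminase screen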;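 also: plate controls were A3A with DMSO for no effect and wells lacking A3A enzyme for full effect; some results filed as inactive read as strong as hits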
Target sequence (P31941 whole entry, looked up): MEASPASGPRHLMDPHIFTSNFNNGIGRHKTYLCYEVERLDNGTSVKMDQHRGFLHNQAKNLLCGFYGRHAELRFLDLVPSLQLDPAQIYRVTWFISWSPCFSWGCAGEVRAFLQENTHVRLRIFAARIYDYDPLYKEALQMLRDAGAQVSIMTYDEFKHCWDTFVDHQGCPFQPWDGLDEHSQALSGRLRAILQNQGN
ATG4B inhibitor: inhibitors of human ATG4B cysteine protease; Q9Y4P1; ATG4B cleavage of LC3-PLA2, NBD-HPC fluorescence, 1 h; inhibition, % at 8.33 µM; hit rate 0.51% among 340,000; AID 504462; in the data active = inhibition above about 40%
Target sequence (Q9Y4P1 whole entry, looked up): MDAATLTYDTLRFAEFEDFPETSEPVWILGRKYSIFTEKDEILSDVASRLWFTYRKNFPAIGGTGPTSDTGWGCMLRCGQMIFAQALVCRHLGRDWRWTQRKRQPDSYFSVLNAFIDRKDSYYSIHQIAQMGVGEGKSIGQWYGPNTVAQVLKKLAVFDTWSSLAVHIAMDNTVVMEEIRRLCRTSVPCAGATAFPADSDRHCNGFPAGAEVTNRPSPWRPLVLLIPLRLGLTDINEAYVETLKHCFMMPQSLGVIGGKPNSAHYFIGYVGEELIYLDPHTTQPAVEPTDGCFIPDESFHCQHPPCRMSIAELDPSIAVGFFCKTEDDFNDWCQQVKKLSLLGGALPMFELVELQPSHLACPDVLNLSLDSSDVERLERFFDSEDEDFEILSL
MIN6 prolif: MIN6 beta-cell proliferation induction; MIN6 cells proliferation, ATPlite luminescence, 48 h; cells starved in 0.2% serum; 100% = growth in 10% serum; proliferation, % at 10 µM; hit rate 0.29% among 330,000; AID 2380;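 active = compounds whose signal lies at least 3.5 SD above the mean of all wells on their plate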;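 also: 0% = DMSO-treated cells in low-serum medium and 100% = 10% serum control; some compounds called inactive have numbers as strong as hits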
Active calls of the source: *; x = not tested or not shown.

SMILES	hIAP activ	hIAP inh	A3G deaminase	mIAP act	MPTP inh	mIAP block	A3A deaminase	ATG4B inhibitor	MIN6 prolif
OC1(c2ccccc2)Cc2cccc[n+]2C1c1ccccc1 (configuration not stated)	1.2	-18	-3	1	-0.5	0	-2	2	-2
CCCc1ccc(OCCNC(=O)c2ccco2)cc1	0.85	15	-3	0.94	1.6	6	0	6	-1
CCCC(=O)Nn1cnc2c(c1=O)C1(CCCC1)Cc1ccccc1-2	1	-3	-2	0.92	-2.7	8	2	-7	0
COC(=O)c1ccc(CNC(=O)N2CCN(S(=O)(=O)c3ccc(C)cc3)CC2)cc1	1.2	-21	5	1.1	0.8	-12	5	-14	2
Cc1ccc(S(=O)(=O)N2CCOCC2)cc1NC(=O)C1CC(=O)N(c2ccc3c(c2)OCCO3)C1 (configuration not stated)	0.94	6	-6	1	-2.0	-3	0	-5	4
Cc1ccc(S(=O)(=O)Nc2ccc(C(=O)NCc3ccncc3)cc2)cc1	1.2	-15	-7	0.96	-1.7	4	-4	4	-1
O=C(Nc1cccc(S(=O)(=O)c2cccc(NC(=O)c3ccco3)c2)c1)c1ccco1	1.1	-9	-5	0.94	24	6	1	1	-7
CCCOC(=O)CSc1nc(N)c(C#N)c(-c2ccco2)c1C#N	0.92	8	-5	0.92	-0.7	8	2	-9	2
COc1ccc(NC(=O)CSc2nnc(-c3ccco3)n2C)cc1	1.1	-14	-3	1.1	0.9	-12	-3	-13	-2
CCc1nnc(NS(=O)(=O)c2ccc(NC(=S)NC(=O)c3cccnc3)cc2)s1	0.99	1	-9	0.99	-1.5	1	-4	-6	-2
COc1ccc(N(CC(=O)Nc2cc(Cl)ccc2OC)S(=O)(=O)c2c(C)[nH]c(=O)[nH]c2=O)cc1	1.2	-23	3	0.99	-1.0	1	2	-9	-2
C/C(=N/NC(=O)CN1CCN(S(=O)(=O)c2ccc(C)cc2)CC1)c1ccco1	1.1	-9	1	1.1	2.8	-6	-2	-6	-4
Cc1ccc(S(=O)(=O)N2CCN(C(=O)Cc3ccc4c(c3)OCCO4)CC2)cc1C	0.91	9	-5	1	-15	-2	-4	-7	0
Cc1cccc2sc(NC(=O)CN3C(=O)C4CC=CCC4C3=O)nc12 (configuration not stated)	0.99	1	-7	0.96	3.6	4	0	8	-1
Cc1cc(F)ccc1S(=O)(=O)Nc1ccccc1C(=O)Nc1ccc2[nH]c(=O)[nH]c2c1	1	-2	-4	0.94	1.2	6	-2	1	-1
O=c1cc2c(n[nH]1)CCCC2	0.78	22	-9	1	-1.2	-4	2	5	-3
CC1=C(C(=O)OCc2ccc3c(c2)OCO3)C(c2cccc([N+](=O)[O-])c2)NC(=O)N1 (configuration not stated)	0.93	7	-3	1.1	-0.5	-9	-5	-3	-2
Cc1cccc(CNC(=O)c2cc(S(=O)(=O)N3CCOCC3)cn2C)c1	1.1	-12	-7	0.99	0.0	1	-3	2	-1
COc1ccc(CCNC(=S)NCc2cccs2)cc1OC	1	-1	-3	1.1	-0.1	-13	-2	0	-1
C/C(=N/Nc1ccc([N+](=O)[O-])cc1)c1ccc(C)cc1C	0.95	4	-3	0.85	65*	15	-2	8	-6
COc1ccc(C(=O)NCC(=O)N2CCCC(C)C2)cc1OC (configuration not stated)	1	-1	2	1.1	0.2	-6	0	6	-3
O=C(CCc1ccccc1)Nc1ccccc1C(=O)NCc1ccco1	1.1	-12	-4	0.96	0.6	4	1	-14	1
CCNC(=O)CSc1nc2ccccc2c(=O)n1CCCOC(C)C	1	0	0	1	-0.7	-5	0	-12	-2
COc1ccc(C2=C(N)c3ccccc3C2=O)cc1	0.97	3	1	0.91	0.9	9	-1	-9	-2
C=C(C)c1cccc(C(C)(C)NC(=O)N2CCN(c3ccccn3)CC2)c1	0.92	8	-5	1	0.9	-5	1	-1	-2
CCOc1ccc(N2CC(O)=C(c3ccccc3)C2=N)cc1	1.1	-12	-5	0.89	-0.1	12	0	-11	-2
CCOc1ccc(Nc2nc(-c3sc(N)nc3C)cs2)cc1	1	-1	-1	0.83	0.8	17	-2	-2	-3
O=C1CCC(C(=O)N2CCC(O)CC2)CN1CCc1ccc(Cl)cc1 (configuration not stated)	0.87	13	-4	0.96	-2.2	4	-3	-2	3
O=C(CSc1nc(=O)n(CCCN2CCOCC2)c2c1CCC2)Nc1ccc(F)cc1F	0.99	1	-10	1.1	0.8	-7	-3	1	0
COc1ccc2sc(N(CCCN(C)C)C(=O)c3nc4ccccc4s3)nc2c1	0.87	13	0	1	2.9	-2	2	1	-1
CC(C)(C)c1ccccc1NC(=O)Cn1cnc2cc([N+](=O)[O-])ccc2c1=O	0.98	2	2	0.92	-3.8	8	1	-4	-3
CC(=O)NC1=NN(C(C)=O)C(C)(CS(=O)(=O)c2ccc(Cl)cc2)S1 (configuration not stated)	0.91	9	4	0.68	0.6	32	5	-12	1
CCOc1ccc(C2NC(=O)c3ccccc3O2)cc1 (configuration not stated)	1	-4	-8	0.99	-4.2	1	-5	7	1
C/C=C/C(=O)OCC(=O)Nc1c(Cl)cccc1Cl	1	-1	1	1	-0.2	0	2	-2	-4
CC1CCCCC12NC(=O)N(CC(=O)OCc1ccccc1Cl)C2=O (configuration not stated)	0.89	11	-8	0.92	-0.6	8	-3	6	4
Cc1ccccc1NC(=O)COC(=O)Cc1ccsc1	0.87	13	-1	1	1.6	-4	2	-6	1
Cc1cc(C)c(C)c(S(=O)(=O)N2CCC(C(=O)N3CCCCCCC3)CC2)c1C	0.92	8	-8	1	0.3	-2	-4	15	-6
CC1CCCCN1C(=O)Nc1cccc(Cl)c1 (configuration not stated)	0.86	14	-8	1	-0.8	-1	-2	-3	-1
NC(=O)C1CCN(C(=O)c2ccc3c(=O)n(Cc4ccco4)c(SCc4ccc([N+](=O)[O-])cc4)nc3c2)CC1	1.1	-10	-3	0.86	0.0	14	-6	2	-1
Cc1ccccc1CS(=O)(=O)c1cn(CC(=O)N2CCC(C)CC2)c2ccccc12	0.85	15	-3	0.97	0.4	3	-2	-1	0

MPTP inh, what is marked active above.
SMILES	hIAP activ	hIAP inh	A3G deaminase	mIAP act	MPTP inh	mIAP block	A3A deaminase	ATG4B inhibitor
C/C(=N/Nc1ccc([N+](=O)[O-])cc1)c1ccc(C)cc1C	0.95	4	-3	0.85	65*	15	-2	8

New compounds follow
SMILES	hIAP activ	hIAP inh	A3G deaminase	mIAP act	MPTP inh	mIAP block	A3A deaminase	ATG4B inhibitor	MIN6 prolif
CC(=O)c1ccc(NC(=O)C2CCN(S(=O)(=O)c3cccnc3)CC2)cc1	1.1	-7	3	1	-0.7	-4	0	-10	-5
CN1CCN(C(=O)c2cc3cc(Cl)ccc3[nH]2)CC1	0.89	11	-3	1	-0.1	0	-3	-4	2
COc1ccc(CC2(CO)CCN(Cc3nc(C(C)C)cs3)CC2)cc1	0.76	24	1	0.98	-0.6	2	1	-5	2
O=C(O)c1ccc(-c2sc(Nc3ccccc3)n[n+]2-c2ccccc2)cc1	0.86	14	-15	1.1	0.7	-10	-7	1	0
CN(C)C(CNC(=O)c1cc(S(=O)(=O)N(C)c2ccccc2)ccc1Cl)c1ccccc1 (configuration not stated)	1	0	-6	1	12	-5	-1	-8	-4
C/C(=N\Nc1cc(C)nc(NCc2ccccc2)n1)c1cccc([N+](=O)[O-])c1	0.99	1	-7	1	0.8	-5	-1	-8	-2
C/C(=N\OC(=O)c1ccc(C)cc1)c1c(C)nc2cc(C)ccn12	1.1	-5	-12	1.2	-0.7	-16	-5	-5	-3
CN(C)S(=O)(=O)c1cccc(NC(=O)c2ccc3c(c2)S(=O)(=O)N=C2CCCCCN23)c1	1	-2	1	0.9	-0.2	10	38	x	2
COc1ccc(S(=O)(=O)N2CC(=O)Nc3ccccc32)cc1Cl	1.1	-8	2	1.1	0.4	-11	-2	-3	0
O=C1CCN(C(=O)c2ccc(Cl)cc2)N1	0.68	32	-6	0.95	4.3	5	-2	0	-2
Cc1c(N=C(N)/N=C(\N)Nc2ccc(Br)cc2)c(=O)n(-c2ccccc2)n1C	1.1	-8	-6	1.1	-0.5	-9	-4	-8	-1
Cc1cc(C)nc(NS(=O)(=O)c2ccc(NC(=O)C3(c4ccccc4)CCCC3)cc2)n1	1.1	-8	-6	1	0.1	-1	-4	33	0
CCN1CCN(C(=O)C2CCC(=O)N(CCCN3CCCC3=O)C2)CC1 (configuration not stated)	0.87	13	-7	0.95	-1.2	5	-5	-9	-1
Cc1cc(C)c(S(=O)(=O)n2cc(C(C)C(N)C(=O)O)c3ccccc32)c(C)c1 (configuration not stated)	1.1	-12	-6	0.7	-1.4	30	-1	-13	-3
COc1ccccc1N1CCN(CCN2C(=O)CC(=C3c4ccccc4-c4ccccc43)C2=O)CC1	0.73	27	0	0.93	x	7	0	0	-3
Cc1cc(=O)oc2cc(OCC(=O)N3CCN(c4ccc(F)cc4)CC3)ccc12	1.3	-26	-5	0.98	1.2	2	-4	-2	-3
Cc1cc(NC(=O)CSc2nc3cc(Cl)ccc3s2)no1	1	-2	-4	0.98	-3.7	2	0	-4	1
C[C@H](C[C@H](O)[C@H]1OC1(C)C)C1=C2C[C@H](O)C3[C@@]4(C)CCC(=O)C(C)(C)C4CC[C@]3(C)[C@@]2(C)CC1 (some centres not stated)	0.94	6	-2	1	-2.3	0	-1	-29	-6
C=CCNC(=O)c1ccc(OC)cc1OC	1	-3	-4	1	-0.7	-1	0	-6	-3
Cc1[nH]nc(Sc2ccccn2)c1[N+](=O)[O-]	0.91	9	-4	0.98	-0.3	2	0	3	0
Fc1ccc(-n2c(-c3cc(C4CC4)[nH]n3)n[nH]c2=S)cc1Cl	1.1	-10	11	0.93	0.7	7	-3	-2	0
O=C(c1noc2c1CCCC2)N1CCN(c2ccc(F)cc2)CC1	0.86	14	-6	0.91	-1.1	9	-1	-8	-1
O=C(Nn1c(C2CCC2)nc2ccccc2c1=O)C1CCC1	1.2	-25	-4	1.1	0.1	-9	0	6	-3
O=C(NCCCn1ccnc1)/C(=C\c1ccc(Br)cc1)NC(=O)c1ccccc1F	1.1	-13	-7	1.1	-0.2	-12	-3	1	0
CC(=O)Nc1cccc(NC(=O)CSc2nnc(NC(=O)C3CC3)s2)c1	1.1	-5	2	1	0.1	0	9	1	0
O=C(Cc1ccccc1)N/N=C/c1ccc(Cl)cc1Cl	0.94	6	-6	0.9	2.6	10	-3	9	-1
O=C(N/N=C(\c1ccccc1)c1ccccn1)c1ccccc1Cl	1.1	-11	-8	0.91	-0.3	9	-3	5	-7
COc1cc(C2CC(=O)Oc3c2c(=O)n(C)c2ccccc32)ccc1O (configuration not stated)	0.94	6	-2	0.91	-2.4	9	2	4	3
COc1ccc(Nc2cccc(Cl)c2)c(C(=O)O)c1	0.84	16	0	0.97	4.8	3	3	6	1
Cc1c(NC(=O)C(C)Sc2ncnc3ccccc23)c(=O)n(-c2ccccc2)n1C (configuration not stated)	1.2	-15	-4	0.94	0.3	6	5	9	-1
CCCCCCN1N=C(C)C(C(=O)c2ccc(Cl)cc2)C1=O (configuration not stated)	1.1	-10	-6	1.2	0.5	-21	-5	-13	-5
CCOc1cc(/C=N/n2c(COc3ccccc3)n[nH]c2=S)ccc1O	0.82	18	29	1.1	-0.4	-12	0	-5	-4

Compound profiles (already shown).
CCCCCCN1N=C(C)C(C(=O)c2ccc(Cl)cc2)C1=O (configuration not stated) across the screens: hIAP activ: 1.1; hIAP inh: -10; A3G deaminase: -6; mIAP act: 1.2; MPTP inh: 0.5; mIAP block: -21; A3A deaminase: -5; ATG4B inhibitor: -13; MIN6 prolif: -5
O=C(Cc1ccccc1)N/N=C/c1ccc(Cl)cc1Cl across the screens: hIAP activ: 0.94; hIAP inh: 6; A3G deaminase: -6; mIAP act: 0.9; MPTP inh: 2.6; mIAP block: 10; A3A deaminase: -3; ATG4B inhibitor: 9; MIN6 prolif: -1
